LDHA block – inhibitors of human lactate dehydrogenase A. P00338. purified LDHA, NADH/diaphorase-resazurin fluorescence; hits give low values. activity change, % (values are at about 110 or 230 µM). 480,000 tested, 0.15% active. AID 1347041; in the data active means activity change below about -30%; inconclusive means mostly about -25% to -30%;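 further: plate controls were DMSO wells for no effect and wells without enzyme for full effect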
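Remaining NADH was detected by diaphorase (0.133 mg/mL) converting 37 µM resazurin to fluorescent resorufin, read at 0 and 20 minutes. The preceding 5-minute room-temperature reaction used 2 nM LDHA, 0.2 mM sodium pyruvate and 0.06 mM NADH at pH 7.4.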
ERG Ets-DNA blk – ERG Ets/DNA interaction inhibition; Potency, µM (top dose mostly 76.9 µM), without a hit: top-dose FP activity, negative = inhibition, actives largely listed as inhibitors; fluorescence polarization, His-ERG Ets domain / labelled DNA; 370,000 tested, 0.028% active; P11308; AID 624246; active means well fitted inhibition curve with a large enough effect in the polarisation, with a control signal flat; inconclusive means small, poorly fitted or top-dose-only effect, or effect the other way, or a change in a side signal; inactive means no such curve, though single readings can be large or run the other way; the % refers to the polarisation;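 further: polarization taken with two DNA probes labelled with fluorescein and Texas red; potency means the concentration at half of the fitted maximal effect; % of control where 0% means no effect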
Target sequence (P11308 whole entry, looked up, the tested form may be a part): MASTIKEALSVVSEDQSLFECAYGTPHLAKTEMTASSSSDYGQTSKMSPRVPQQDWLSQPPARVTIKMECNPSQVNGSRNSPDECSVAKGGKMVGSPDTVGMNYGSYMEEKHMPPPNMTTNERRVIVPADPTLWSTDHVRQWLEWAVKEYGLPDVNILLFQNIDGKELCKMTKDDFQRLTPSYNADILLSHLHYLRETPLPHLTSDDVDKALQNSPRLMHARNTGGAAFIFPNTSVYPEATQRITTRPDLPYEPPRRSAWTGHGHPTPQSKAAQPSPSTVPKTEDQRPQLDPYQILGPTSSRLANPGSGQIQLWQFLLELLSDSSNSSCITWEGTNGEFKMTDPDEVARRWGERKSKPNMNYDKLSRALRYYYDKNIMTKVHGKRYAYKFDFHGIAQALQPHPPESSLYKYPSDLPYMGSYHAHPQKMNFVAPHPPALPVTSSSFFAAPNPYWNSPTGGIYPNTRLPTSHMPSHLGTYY
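His-tagged ERG Ets domain (1 uM in the protein solution; 300mM KCl, 50mM Tris-HCl, 1mM EDTA, 1mM DTT, pH 7.5) received compound, then a probe mix of 5 nM fluorescein-DNA and 100nM Texas-615-DNA. Fluorescence polarization was read for both dyes.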
RGS4 inhibitor – inhibitors of human regulator of G protein signaling 4; P49798; Transcreener GDP fluorescence polarization, RGS4-accelerated GTP hydrolysis; Potency, µM (highest dose often 114 µM), inactives show top-dose activity change, negative = inhibition, most hits filed as inhibitors; 390,000 tested, 0.039% active; AID 504845; further: potency means the concentration at half of the fitted maximal effect; on the % scale 0 is the no-effect control and ±100 the full control effect; nearly all actives have a fitted effect of over 75% in size; some results filed as inactive show a strong effect at the top dose
Target sequence (P49798 whole entry, looked up): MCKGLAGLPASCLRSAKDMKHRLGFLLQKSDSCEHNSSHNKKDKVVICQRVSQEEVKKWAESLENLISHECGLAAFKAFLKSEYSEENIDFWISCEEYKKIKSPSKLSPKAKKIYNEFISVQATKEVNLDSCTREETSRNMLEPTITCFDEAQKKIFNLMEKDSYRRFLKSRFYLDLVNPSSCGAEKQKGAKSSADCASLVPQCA
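MLSMR compounds (23 nl, pin-transferred) preincubated 10 min at room temperature with a 500nM (2x) first reagent, then RGS4 at 900nM (2x) plus Transcreener GDP mix added; fluorescence polarization (620/688 nm) read before and after 90 min at 30 °C.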
D2 antag – antagonists of human D2 dopamine receptor; P14416; HEK293 TREx D2 cells, calcium flux, dopamine EC80; 340,000 tested, 2% active; inhibition, % at 10 µM; AID 485344; in the data active means inhibition above about 30%; further: 0% is about no effect
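In this primary screen, negative modulation is detected by tracking calcium flux after an EC80 dopamine challenge in inducible HEK293 T-REx D2 cells preexposed to test compound for 180 s.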
Glioma ERSR ind – ER stress response induction in glioma | U87-MG GRP78 promoter luciferase reporter, 16 h | Potency, µM, for inactives: at the top dose activation, usual class: activators | 420,000 tested, 0.02% active | AID 602332; further: potency means the concentration at half of the fitted maximal effect; series mostly up to about 76 µM; % of control where 0% means no effect; nearly all actives have a fitted effect of over 35% in size
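ERSR induction read as luciferase luminescence (Bright-Glo, 10 min at room temperature) in stably transfected human U87-MG glioma cells exposed to compounds for 16 h, using GRP78 as sensor.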
12-LOX inh – blocks human arachidonate 12S-lipoxygenase | P18054 | purified 12hLO, xylenol orange hydroperoxide absorbance | Potency, µM (titrated, usually from 108 µM), for inactives: at the top dose activity change, negative = inhibition, usual class: inhibitors | 580,000 tested, 1.1% active; further: potency means the concentration at half of the fitted maximal effect; on the % scale 0 is the no-effect control and ±100 the full control effect
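Hydroperoxide product was detected by ferrous iron/xylenol orange as the 573 to 405 nm absorbance ratio. Arachidonic acid at 40 uM (final) was turned over for 30 min at room temperature by 150 nM human 12hLO, pH 7.0 Hepes buffer, after 15 min compound preincubation.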
Vif-APOBEC3F blk – blocks the Vif interaction with APOBEC3F; HeLa A3F-eYFP + Vif (tagged APOBEC3F with the HIV-1 protein that degrades it), YFP fluorescence increase; Potency, µM (doses to about 46.1 µM), inactives show top-dose activity, negative = active; 390,000 tested, 0.2% active; further: potency means the concentration at half of the fitted maximal effect; % of control where 0% means no effect; nearly all actives have a fitted effect of over 65% in size
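Fluorescence increase (Ex 488/Em 500-530) after overnight compound treatment at 37 deg C flags inhibition of Vif-driven A3F-eYFP loss in stable HeLa A3F-eYFP/Vif cells seeded overnight beforehand.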
Vif-APOBEC3G blk – inhibitors of Vif-APOBEC3G interaction; 410,000 tested, 0.076% active; HeLa A3G-eYFP + Vif (tagged APOBEC3G with the HIV-1 protein that degrades it), YFP fluorescence, overnight; Q9HC16; Potency, µM (series often up to 46.1 µM), inactives show top-dose activity, negative = active, hits mostly inhibitors;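 further: potency means the concentration at half of the fitted maximal effect; on the % scale 0 is the no-effect control and ±100 the full control effect; nearly all actives have a fitted effect of over 60% in size; hits raise eYFP signal because A3G escapes Vif-driven loss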
Target sequence (Q9HC16 whole entry, looked up): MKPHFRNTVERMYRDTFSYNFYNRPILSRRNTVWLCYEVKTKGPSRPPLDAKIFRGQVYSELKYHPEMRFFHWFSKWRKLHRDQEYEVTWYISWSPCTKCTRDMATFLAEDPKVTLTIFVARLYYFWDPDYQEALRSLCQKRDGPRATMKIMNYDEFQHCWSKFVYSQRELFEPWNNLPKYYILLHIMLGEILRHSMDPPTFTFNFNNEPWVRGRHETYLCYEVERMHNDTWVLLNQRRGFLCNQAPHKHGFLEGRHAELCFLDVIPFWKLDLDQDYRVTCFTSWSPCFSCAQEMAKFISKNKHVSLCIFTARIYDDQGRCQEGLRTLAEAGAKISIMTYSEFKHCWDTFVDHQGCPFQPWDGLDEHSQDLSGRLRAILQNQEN
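Read-out is eYFP fluorescence (Ex 488/Em 500-530) from Vif-expressing HeLa A3G-eYFP cells; more signal means A3G escaped Vif-mediated degradation. Cells plated overnight, compound pinned in, incubated overnight at 37 deg C.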
D2 agonist – activates the human D2 dopamine receptor; P14416; HEK293 T-REx D2 cells, calcium flux agonist mode; 340,000 tested, 0.53% active; activation, % at 2 µM;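 active means activation over 3 SD above normal in the single-dose calcium agonist read, cut at about 30% in these data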; further: 0% is about no effect
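HEK293 Trex D2 cells, tetracycline-induced, o/n 30 C 5% CO2; no-wash Ca dye, RT 30–90 min; 10-cycle baseline, 23 nl cpd added, kinetic Ca read 180 s; agonist hits = positive Ca response.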
An asterisk follows results filed as active; ? = inconclusive; . = not tested or not shown; [ ] = another dose, or the depositor's remark. Unless noted, the call rests on the fitted dose curve; in most records, active means well fitted curve in the direction sought with a large enough effect; inconclusive means small, poorly fitted or top-dose-only effect, or another doubt; inactive means no such curve, though single readings can be large; an effect the other way counts as inactive or inconclusive. This is a subset; the hit share may differ from the screen's.

mol	LDHA block	ERG Ets-DNA blk	RGS4 inhibitor	D2 antag	Glioma ERSR ind	12-LOX inh	Vif-APOBEC3F blk	Vif-APOBEC3G blk	D2 agonist
COc1cccc(OC)c1C(=O)N1CCN(c2ccccn2)CC1	-9	.	-26%	-8	-6%	-5%	-11%	1%	0.5
CN(Cc1nc(Cc2ccccc2F)no1)[C@@H]1CS(=O)(=O)C[C@H]1O	-8	10%	2%	-6	-4%	2%	7%	0%	1.3
COc1ccc(C(=O)Nc2ccc3c(c2)nc(CN2CCN(C(C)=O)CC2)n3C)cc1	2	-4%	-12%	7	-1%	202%[activator]	0%	1%	0.7
Cc1ccc(C(=O)C2=C(O)C(=O)N(Cc3ccccc3)C2c2cccnc2)o1 (configuration not stated)	6	-1%	-14%	8	-4%	?	-2%	0%	1.3
O=C(NNc1ccc(-c2csnn2)cc1)c1ccccc1C(F)(F)F	-1	42%[activator]	19%	0	-3%	0%	4%	1%	0.8
COC(=O)C1=C(C)N(c2ccc(C)c(C)c2)/C(=C/c2ccc(O)cc2)C1=O	-4	-2%	26%	.	2%	-6%	2%	4%	.
CC(C(=O)Nc1cccnc1)N1C(=O)c2ccccc2C1=O (configuration not stated)	-1	.	-7%	1	-1%	1%	-2%	0%	1.5
Cc1ccc(-c2ccc(C(=O)NCc3ccccc3)o2)c2ccccc12	4	-9%	-41%	11	-4%	-28%	0%	0%	2.6
COC(=O)c1c(C)[nH]c(C(=O)/C=C/c2ccc(C)cc2)c1C	-6	6%	8%	-1	-10%	0%	8%	1%	-0.1
CCC(CC)C(=O)OCC(=O)Nc1ccc(S(=O)(=O)N2CCOCC2)cc1OC	-3	0%	-34%	4	-1%	0%	3%	1%	-1.8
COC(=O)CC1C(=O)NCCN1C(=O)NC1CCCCC1 (configuration not stated)	-18	3%	-34%	4	-6%	82%[activator]	.	0%	-0.6
COc1cccc(Cn2c(SCC(=O)N(C)c3ccccc3)nc3ccccc32)c1	-3	0%	-3%	.	-2%	-12%	2%	0%	0.3
Cc1ccc([N+](=O)[O-])cc1N(CC(=O)N1CCCCC1)S(C)(=O)=O	-6	-8%	11%	-2	-3%	-11%	11%	0%	0.8
CN1CCc2c(OCC(=O)N3CCCc4ccccc43)cccc2C1=O	-7	5%	-7%	-2	-4%	9%	-6%	-9%	0.0
Cc1cc(C)c2c(n1)SCC(=O)N2CC(=O)Nc1cccc(C)c1C	-7	0%	12%	.	-2%	?	-6%	7%	-0.4
CCOC(=O)c1ccc(NC(=O)NC2CC3CCC(C2)N3Cc2nnnn2Cc2ccco2)cc1 (configuration not stated)	-2	-7%	-3%	-19	-3%	?	9%	0%	-0.6
COc1ccc(NC(=O)C2Cc3ccccc3O/C2=N\O)cc1 (configuration not stated)	-2	6%	10%	.	3%	4%	-1%	-5%	.
c1ccc(-c2cc(-c3ccc(N4CCOCC4)cc3)nc3ccccc23)cc1	-5	5%	8%	-1	-2%	-13%	5%	-2%	0.2
O=C1c2ccccc2C(O)(c2ncc[nH]2)N1CCc1ccccc1 (configuration not stated)	0	.	-15%	22	-3%	1%	9%	1%	-0.5
Cc1nc2nc3c(cn2n1)C(=O)CC(C)(C)C3	-2	-3%	-34%[56.9 µM]	-5	-6%	0%	-5%	-1%	0.5
O=C(Nc1cccc(F)c1)c1ccc2c(c1)OCO2	1	-4%	26%	31*	-7%	0%	-1%	-1%	5.3
Cc1c(N=Cc2nc3ccccc3n2C)c(=O)n(-c2ccccc2)n1C	-6	6%	20%	.	2%	?	3%	-3%	.
CN(CC(=O)Nc1c(Cl)cccc1Cl)C(=O)CCC(=O)c1ccccc1	-3	16%	-8%	-1	-3%	2%	6%	-3%	-0.5
CSc1nc(NCCCO)c2c3c(sc2n1)CN(C)CC3	2	-10%	-6%	-1	-1%	0%	3%	-1%	1.1

Taken from above.
Under RGS4 inhibitor, c1ccc(-c2cc(-c3ccc(N4CCOCC4)cc3)nc3ccccc23)cc1 has the entry 8%
Under LDHA block, Cc1c(N=Cc2nc3ccccc3n2C)c(=O)n(-c2ccccc2)n1C has the entry -6
Under D2 agonist, CCOC(=O)c1ccc(NC(=O)NC2CC3CCC(C2)N3Cc2nnnn2Cc2ccco2)cc1 (configuration not stated) has the entry -0.6
Under D2 antag, O=C1c2ccccc2C(O)(c2ncc[nH]2)N1CCc1ccccc1 (configuration not stated) has the entry 22
Under Vif-APOBEC3G blk, Cc1cc(C)c2c(n1)SCC(=O)N2CC(=O)Nc1cccc(C)c1C has the entry 7%
Under LDHA block, CN1CCc2c(OCC(=O)N3CCCc4ccccc43)cccc2C1=O has the entry -7

Next section:
mol	LDHA block	ERG Ets-DNA blk	RGS4 inhibitor	D2 antag	Glioma ERSR ind	12-LOX inh	Vif-APOBEC3F blk	Vif-APOBEC3G blk	D2 agonist
CCNC(=O)NC(=O)COC(=O)c1cccc(NS(=O)(=O)/C=C/c2ccccc2)c1	0	1%	7%	-12	-4%	-18%	-13%	0%	-0.2
O=C(Nc1ccc(F)cc1)Nc1ccccc1C(=O)NCCN1CCNC1=O	-2	-6%	-12%	-15	11%	197%[activator]	7%	-2%	0.2
CC(=O)Nc1ccc(NS(=O)(=O)c2c(C(=O)N3CCC(C)CC3)c(C)n(C)c2C)cc1	-8	3%	7%	.	-2%	-16%	1%	6%	2.3
O=C(CC(c1cccs1)N1Cc2ccccc2C1=O)Nc1ccc(F)c(Cl)c1 (configuration not stated)	2	1%	21%	.	0%	6%	-6%	0%	0.8
COc1ccc(Cl)cc1NC(=O)COc1cccc2c(=O)n(C)ccc12	-8	0%	?	.	-3%	-9%	6%	2%	1.1
COc1ccc(-c2ccc(C#N)c(SCC(=O)NC3CC3)n2)cc1OC	-11	0%	27%	.	-5%	-24%	-2%	1%	.
CCOC(=O)C(NC(=O)c1ccccc1)(OCC1(CC)COC1)C(F)(F)F (configuration not stated)	0	1%	-19%	5	-3%	?	-6%	-7%	0.1
COc1ccc(C2(CNC(=O)c3ccccc3[N+](=O)[O-])CCOCC2)cc1	-2	-10%	-38%	0	-2%	7%	15%	-1%	0.2
CCOC(=O)[C@@H]1[C@H]2COc3ccccc3[C@@H]2N2C(=O)N(c3ccc(F)cc3)C(=O)[C@@]12C	-2	1%	18%	-9	0%	?	4%	0%	0.1
CC(C)(C)c1ccc(C(=O)NC(Cc2c[nH]c3ccccc23)C(=O)OCC(=O)c2ccc(Cl)cc2)cc1 (configuration not stated)	1	-26%	-39%	.	-4%	-27%	2%	6%	-0.2
CCCCN1C(=O)C(O)(CC(=O)c2ccco2)c2cc(Br)ccc21 (configuration not stated)	-2	1%	13%	-4	-3%	8%	-7%	-26%	-0.3
CC(=O)Oc1ccc2c(c1)cc(C)n2C	8	3%	19%	-13	-1%	0%	.	5%	-0.4

Exported with values under each structure: part of the list above.
Each structure is followed by: LDHA block	ERG Ets-DNA blk	RGS4 inhibitor	D2 antag	Glioma ERSR ind	12-LOX inh	Vif-APOBEC3F blk	Vif-APOBEC3G blk	D2 agonist
- CCCCN1C(=O)C(O)(CC(=O)c2ccco2)c2cc(Br)ccc21 (configuration not stated)
→ -2	1%	13%	-4	-3%	8%	-7%	-26%	-0.3
- CC(C)(C)c1ccc(C(=O)NC(Cc2c[nH]c3ccccc23)C(=O)OCC(=O)c2ccc(Cl)cc2)cc1 (configuration not stated)
→ 1	-26%	-39%	.	-4%	-27%	2%	6%	-0.2
- COc1ccc(Cl)cc1NC(=O)COc1cccc2c(=O)n(C)ccc12
→ -8	0%	?	.	-3%	-9%	6%	2%	1.1
- O=C(CC(c1cccs1)N1Cc2ccccc2C1=O)Nc1ccc(F)c(Cl)c1 (configuration not stated)
→ 2	1%	21%	.	0%	6%	-6%	0%	0.8

(further entries)
mol	LDHA block	ERG Ets-DNA blk	RGS4 inhibitor	D2 antag	Glioma ERSR ind	12-LOX inh	Vif-APOBEC3F blk	Vif-APOBEC3G blk	D2 agonist
Cc1ccc(C(=O)NCC(=O)NCC(c2cccs2)N2CCOCC2)cc1C (configuration not stated)	-2	5%	-5%	3	0%	-11%	2%	-6%	-0.7
CNC(=S)N(C)/N=C1/C(=O)N(Cc2c(Cl)cccc2Cl)c2ccccc21	-1	.	?	-9	-4%	?	-3%	-24%	0.2
CCOC(=O)/C(C#N)=C\c1ccco1	-1	7%	-21%	-5	-4%	-4%	2%	0%	0.6
CC(=O)c1c(C(C)=O)c(C)n(-c2ccc(N)c(C)c2)c1C	6	5%	-26%	-17	-2%	-21%	.	1%	0.3
COc1cc(/C=C/C(=O)OC[C@H]2O[C@H](OC3(CO)OC(CO)C(O)C3O)[C@H](O)[C@@H](O)[C@@H]2O)ccc1O (some centres not stated)	-1	13%	16%	.	-2%	0%	1%	-2%	.
O=C(Nc1ccccc1)Nc1ccccc1NS(=O)(=O)c1cccs1	8	6%	0%	-8	-1%	-8%	-10%	-8%	0.0
CCCCC/C=C/C1=CC(=O)C[C@H](c2ccc3c(c2)OCO3)C1	3	-4%	-13%	31*	-2%	-24%	-13%	-5%	0.5
CN(C)c1ccc(C(=N)Cc2ccc3ccccc3n2)cc1	4	.	.	.	-4%	29%	?	?	.
COCCNC(=O)C(c1ccco1)N(C(=O)Cn1nnc2ccccc21)c1cc(C)ccc1C (configuration not stated)	-4	-15%	-24%[11.4 µM]	1	2%	?	-4%	0%	-0.5
COc1cccc(C(=O)Nc2ccccc2OCc2cc(=O)n3cc(C)ccc3n2)c1	-5	-8%	28%	.	-4%	-1%	7%	0%	-1.0
